D2 ag = HTS Assay for Allosteric Agonists of the Human D2 Dopamine Receptor: Primary Screen for Agonists. D(2) dopamine receptor (Homo sapiens), P14416. HEK293 T-REx D2 cells, calcium flux agonist mode. activation, % at 2 µM. actives 0.53% (n = 340,000);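 active means activation over 3 SD above normal in the single-dose calcium agonist read, cut at about 30% in these data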; further: 0% is about no effect
Target sequence (P14416 whole entry, looked up): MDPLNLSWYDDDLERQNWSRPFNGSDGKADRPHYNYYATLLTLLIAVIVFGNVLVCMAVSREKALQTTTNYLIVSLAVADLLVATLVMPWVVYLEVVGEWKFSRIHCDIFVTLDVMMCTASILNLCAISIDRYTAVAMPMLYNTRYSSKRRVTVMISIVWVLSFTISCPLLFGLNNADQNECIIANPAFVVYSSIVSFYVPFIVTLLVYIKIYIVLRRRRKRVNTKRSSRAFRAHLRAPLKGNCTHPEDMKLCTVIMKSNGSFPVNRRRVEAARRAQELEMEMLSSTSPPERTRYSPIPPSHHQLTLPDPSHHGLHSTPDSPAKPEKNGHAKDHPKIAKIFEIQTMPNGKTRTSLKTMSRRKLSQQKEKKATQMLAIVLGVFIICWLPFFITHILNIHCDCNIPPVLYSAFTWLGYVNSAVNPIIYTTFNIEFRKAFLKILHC
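Tetracycline-induced HEK293 Trex cells with D2 receptor force-coupled to calcium signaling, plated overnight at 30 C and loaded with no-wash calcium dye. Calcium flux read kinetically for 180 s after compound addition; responses flag agonists.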
mIDH1 inhibitor = qHTS for Inhibitors of mutant isocitrate dehydrogenase 1 (IDH1): qHTS; actives 0.093% (n = 390,000); Potency, µM (highest dose often 76.6 µM), without a hit: top-dose activity change, negative = inhibition, usual class: inhibitors; IDH1-R132H enzyme, NADPH consumption, diaphorase/resazurin fluorescence; Isocitrate dehydrogenase [NADP] cytoplasmic (Homo sapiens), O75874; further: potency means the concentration at half of the fitted maximal effect; on the % scale 0 is the no-effect control and ±100 the full control effect; nearly all actives have a fitted effect of over 65% in size
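IDH1-R132H (0.5 ug/mL) preincubated 30 min with compound, then NADPH (0.016 mM) and alpha-KG (2 mM) added; 80 min at RT, pH 7.5. Remaining NADPH coupled via diaphorase/resazurin to fluorescence (540/590 nm); concentration-response curves normalized to no-enzyme control.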
PI4K2A inh = qHTS for small molecular inhibitors of PI4K2A | actives 0.13% (n = 420,000) | purified PI4K2A, ADP-Glo luminescence, 1 h; hits give low values | Phosphatidylinositol 4-kinase type 2-alpha (Homo sapiens), Q9BTU6 | AID 1346378, 2018 | activity change, negative = inhibition, % at 76.9 µM; in the data active means activity change below about -50%; inconclusive means mostly about -30% to -49%;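 further: -100% = wells without enzyme as full effect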
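In this quantitative HTS, ADP production by PI4K2A was quantified luminescently after 1 h at ambient temperature; 100 microM adenosine served as plate-quality control.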
TRHR agonist = qHTS for Small Molecule Agonists and Allosteric Enhancers of Human TRH Receptor: Primary Screen for Agonists. TRHR cells, calcium flux fluo-8, FDSS agonist mode. activation, % at 2 µM. actives 0.18% (n = 360,000). AID 493084, 2011; in the data active means activation above about 30%; further: 0% is about no effect
Target sequence (P34981 whole entry, looked up): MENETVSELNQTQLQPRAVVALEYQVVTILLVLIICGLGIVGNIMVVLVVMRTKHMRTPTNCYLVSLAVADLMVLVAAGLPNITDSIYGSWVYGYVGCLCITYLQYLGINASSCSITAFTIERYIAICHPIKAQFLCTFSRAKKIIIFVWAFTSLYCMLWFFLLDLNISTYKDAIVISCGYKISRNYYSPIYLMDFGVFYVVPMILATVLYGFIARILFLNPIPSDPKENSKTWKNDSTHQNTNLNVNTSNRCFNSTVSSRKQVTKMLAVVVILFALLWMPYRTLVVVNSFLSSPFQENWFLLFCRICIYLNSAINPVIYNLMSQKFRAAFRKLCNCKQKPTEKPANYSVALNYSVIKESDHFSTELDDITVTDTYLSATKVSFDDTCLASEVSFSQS
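TRHR-expressing cells loaded with fluo-8 calcium dye; 23 nL library compound pin-transferred, kinetic FDSS fluorescence (Ex 480/Em 530) recorded about 180 s for agonist-induced calcium release, before a 10 nM TRH EC20 addition for potentiator mode.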
rTrxR1 inhibitor = qHTS Assay for Inhibitors of Mammalian Selenoprotein Thioredoxin Reductase 1 (TrxR1): qHTS | recombinant rTrxR1, NADPH fluorescence consumption, selenite substrate | Potency, µM (highest dose often 114 µM), for inactives: at the top dose activity change, negative = inhibition, usual class: inhibitors | actives 1% (n = 390,000); further: potency means the concentration at half of the fitted maximal effect; on the % scale 0 is the no-effect control and ±100 the full control effect; nearly all actives have a fitted effect of over 65% in size
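Rat TrxR1 (90 nM in the dispensed reagent) was pre-reduced with 400 uM NADPH for 5 min at room temperature, then incubated with compound for 15 min. After 400 uM selenite was added, NADPH fluorescence (Ex 340/Em 450 nm) was followed for 8 min.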
TrxR1 substrate = qHTS Assay for Substrates of Mammalian Selenoprotein Thioredoxin Reductase 1 (TrxR1): qHTS. actives 0.01% (n = 390,000). purified TrxR1 substrate turnover, NADPH consumption readout. Potency, µM (doses to about 114 µM), without a hit: at the highest dose activity change, negative = substrate turnover. Thioredoxin reductase 1, cytoplasmic (Rattus norvegicus), O89049; further: potency means the concentration at half of the fitted maximal effect; on the % scale 0 is the no-effect control and ±100 the full control effect; nearly all actives have a fitted effect of over 50% in size
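Rat TrxR1, dispensed at 90 nM, was prereduced with 400 uM NADPH (final) for 5 min at ~22 deg C, then incubated with compound 15 min before 400 uM selenite. A first-read NADPH fluorescence drop versus no-compound background flagged substrates.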
D2 antag = HTS Assay for Allosteric Antagonists of the Human D2 Dopamine Receptor: Primary Screen for Antagonists; HEK293 TREx D2 cells, calcium flux, dopamine EC80; inhibition, % at 10 µM; actives 2% (n = 340,000); AID 485344, 2010; in the data active means inhibition above about 30%; further: 0% is about no effect
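In this primary screen, negative modulation is detected by tracking calcium flux after an EC80 dopamine challenge in inducible HEK293 T-REx D2 cells preexposed to test compound for 180 s.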
TRHR PAM = qHTS for Small Molecule Agonists and Allosteric Enhancers of Human TRH Receptor: Primary Screen for Enhancers; Thyrotropin-releasing hormone receptor (Homo sapiens), P34981; TRHR cells, fluo-8 calcium fluorescence, EC20 TRH enhancement; enhancement, % at 2 µM; actives 0.66% (n = 360,000); in the data active means enhancement above about 30%; further: 0% is about no effect
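TRHR-expressing cells loaded with fluo-8 calcium dye were read kinetically (ex 480/em 530) during compound addition, then stimulated with an EC20 of TRH (10 nM final). Enhancement of the Gq-mediated intracellular calcium response was scored.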
USP1-UAF1 inh = Inhibitors of USP1/UAF1: Primary Screen; AID 743255, 2014; Ubiquitin carboxyl-terminal hydrolase 1 (Homo sapiens), O94782; actives 0.23% (n = 390,000); Potency, µM (titrated, usually from 57.1 µM), for inactives: at the top dose activity change, negative = inhibition, most hits filed as inhibitors; recombinant USP1/UAF1, Ub-Rhodamine cleavage fluorescence; further: potency means the concentration at half of the fitted maximal effect; on the % scale 0 is the no-effect control and ±100 the full control effect; nearly all actives have a fitted effect of over 60% in size; inactives centre near -12
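Step one: compound is pinned into 1nM USP1/UAF1 in HEPES pH 7.8 buffer with TCEP. Step two: 15 min room-temperature incubation. Step three: Ub-Rho (150nM final) starts cleavage, tracked by fluorescence over six one-minute reads.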
An asterisk follows results filed as active; ? = inconclusive; · = not tested or not shown; & = joins results of further samples; [ ] = another dose, or the depositor's remark. Unless noted, the call rests on the fitted dose curve; in most records, active means well fitted inhibition curve with a large enough effect; inconclusive means small, poorly fitted or top-dose-only effect; inactive means no such curve, though single readings can be large or run the other way.

#	Molecule	D2 ag	mIDH1 inhibitor	PI4K2A inh	TRHR agonist	rTrxR1 inhibitor	TrxR1 substrate	D2 antag	TRHR PAM	USP1-UAF1 inh
1	Cc1nc(SCC(=O)Nc2nccs2)c(C#N)c(C)c1C	0.6	5%	-11	0.1	13%	24%	-12	-2	-11%
2	O=C(CN1CCOCC1)N1N=C(c2cccs2)CC1c1cccs1 (configuration not stated)	-0.2	3%	3	0.2	6%[57.1 µM]	8%	1	8	-2%
3	O=C(CCCCC(=O)OC1CCCCC1)OC1CCCCC1	·	5%	-11	·	27%[57.1 µM]	-8%[2.29 µM]	·	·	5%
4	COc1ccc(O)c(C(=O)c2cc(C(=O)NCCc3ccccc3)c(=O)n(CCc3ccccc3)c2)c1	1.8	-5%	1	0.5	-1%	-13%	-8	0	-10%
5	CCSc1nnc(-c2ccc(S(=O)(=O)N3CCOCC3)cc2)n1CC1CCCO1 (configuration not stated)	-0.4	10%	-8	0.1	33%	41%[activator]	11	-3	-12%
6	COc1ccc(N2CCN(C(=O)C3COc4ccccc4O3)CC2)cc1 (configuration not stated)	1.8	1%	-2	0.4	7%	4%	-11	5	-9%
7	Fc1cccc(Cl)c1CNCc1ccccc1Cl	0.4	6%	-12	-0.2	25%	6%	20	-4	-14%
8	CCc1c(C)c(C#N)c2[nH]c3ccccc3n2c1=S	0.6	-2%	-13	1.9	?	8%	9	-3	-19%
9	O=C(Nc1ccccc1-c1nc2ccccc2[nH]1)c1sc2ccccc2c1Cl	-0.2	·	·	-0.1	·	·	-3	6	·
10	CCc1nnc(SCC(=O)Nc2ccccc2Cl)nc1CC	0.0&0.0	10%&13%	0&2	-0.5&-0.7	30%&12%[57.1 µM]	5%&5%[57.1 µM]	6	-2&-14	-22%&-7%
11	CC(Sc1nc2c(c(=O)[nH]1)CCCC2)C(=O)Nc1ccc(Br)cn1 (configuration not stated)	-0.8	11%	2	0.1	15%	0%	-1	13	-6%
12	CC(C)Sc1ncc(Cl)c(C(=O)N(Cc2ccc(F)cc2)C2CCS(=O)(=O)C2)n1 (configuration not stated)	0.2	-12%	-2	0.6	20%	1%	·	0	-20%
13	CCc1nc2ccccc2[nH]c1=O	-0.7	9%	-2	0.3	13%	26%	24	5	-21%
14	O=C(CO/N=C/c1c(Cl)cccc1Cl)NNC(=O)c1cccc(Cl)c1	-0.6	1%	0	-1.0	5%[57.1 µM]	12%[57.1 µM]	17	-3	1%
15	O=C(CCCC(=O)N(c1cccc(F)c1)C(C(=O)NC1CCCC1)c1ccc(O)cc1)Nc1ccccn1 (configuration not stated)	-0.3	-4%	-2	0.1	22%[57.1 µM]	8%[0.0914 µM]	-1	-8	-17%
16	CCc1noc(C)c1C(=O)Nc1nc2ccc(F)cc2s1	-0.2	-3%	2	1.3	1%[57.1 µM]	-3%[57.1 µM]	-8	10	-10%
17	CCC(Oc1ccccc1)C(=O)Nc1ccc(S(=O)(=O)Nc2cc(C)on2)cc1 (configuration not stated)	-0.2	-3%	-4	0.1	-5%[57.1 µM]	-4%[57.1 µM]	-21	7	-9%
18	CCCCSc1ncnc2[nH]ncc12	-0.7	3%	-11	-1.0	43%	15%	6	-1	-22%
19	CCCCn1c(N)c(N(CCOC)C(=O)c2cc(Cl)nc3ccccc23)c(=O)[nH]c1=O	0.1	-1%	-2	0.3	6%	6%	-4	5	-21%
20	CCOCCCNc1nc(=S)[nH]c2cc(OC)c(OC)cc12	-0.1	2%	6	0.3	?	-8%	-2	5	2%
21	COC(=O)c1cc2oc3ccccc3c2n1CC(=O)Nc1ccc(Cl)cc1F	-0.7	7%	-5	-0.2	31%	17%	·	10	-27%
22	COc1ccc(C(=O)Cc2cc3cccc(OC)c3oc2=O)cc1	0.2	0%	2	-0.7	10%	-2%	2	-8	-15%
23	CCCCCc1cc(=O)oc2c(C(CCN3CCN(c4ccccc4)CC3)c3ccc(N(C)C)cc3)c(OC)cc(OC)c12 (configuration not stated)	7.1	-8%	-8	0.0	35%[activator]	11%	21	0	-14%
24	Cc1c(NC(=S)NC(=O)CSc2ccc(Cl)cc2)cccc1C(=O)O	0.5	-1%	2	0.7	?	-8%	7	-7	-18%
25	CCCN(CCC)CCNC(=O)c1cc2c(=O)n(CC)c3ccccc3c2s1	0.9	0%	-1	0.6	9%	9%	-7	-1	-17%
26	COc1cc(-c2nc(-c3cccc(C)c3)no2)cc(OC)c1OC	0.8	7%	-1	0.4	24%	7%	-4	-5	-10%
27	Cc1ccc([N+](=O)[O-])c(OCCN2CCNCC2)c1	68*	14%	1	-0.7	-14%	0%	71*	13	-14%
28	COc1ccc(NC(=O)NC2(C(=O)N3CCCC3)CCCCC2)cc1	2.1	-3%	0	0.0	1%	-5%	4	-1	-20%
29	O=C(N/N=C/c1cccc([N+](=O)[O-])c1)c1cccs1	-0.5	5%	1	-0.1	-10%	-4%	1	-7	-6%
30	Cn1c(N)c(C(=O)COC(=O)Cn2cc(C(F)(F)F)ccc2=O)c(=O)n(C)c1=O	-0.3	2%	-3	0.3	3%	2%	-5	3	-6%
31	CCc1ccc(N2CC(C(=O)Nc3ccc(S(=O)(=O)Nc4ncccn4)cc3)CC2=O)cc1 (configuration not stated)	-0.1	-9%	-2	0.7	5%[57.1 µM]	3%[57.1 µM]	10	0	-11%
32	O=C(CSc1cc(Cl)ccc1Cl)NCCCn1ccnc1	-2.3	6%	0	-0.3	14%	3%	-12	-5	-17%
33	COc1ccc(NC2CCCN(C(=O)CSc3ccncc3)C2)cc1 (configuration not stated)	0.0	4%	4	-0.4	-17%	-11%	-3	83*	-5%
34	COc1ccc(/C=C(\C#N)C(=O)NCCCn2ccnc2)cc1	-0.4	-16%	0	0.3	10%	-9%	-15	-4	-10%
35	Cc1ccc(N(CCC(=O)N2CCOCC2)S(=O)(=O)c2ccccc2)cc1	-0.4	5%	7	0.0	2%	1%	24	1	-15%
36	O=C1c2ccccc2C(=O)N1c1ncccn1	-0.5	5%	-17	1.1	7%[11.4 µM]	-12%[11.4 µM]	-7	1	-15%
37	Cc1cccc(OCC(=O)N(Cc2sccc2C)C2CCS(=O)(=O)C2)c1 (configuration not stated)	0.4	·	1	-0.4	14%	-2%	·	-3	?
38	COc1cc(NC(=O)c2ccc(NC(=O)N3CCSc4ncccc43)cc2)cc(OC)c1	-1.0	0%	3	-0.6	21%	11%	·	2	-19%
39	CNC(=O)c1ccc(NC(=O)CN2c3cccc4cccc(c34)S2(=O)=O)cc1	-0.2	-6%	-2	0.6	-5%	12%	13	4	-4%
40	O=c1c2c(nc3c(-c4cccc(Br)c4)c[nH]n13)CCCC2	0.0	-9%	3	0.3	12%	1%	-20	3	-5%
41	CCC(C)n1c(SCC(=O)N(CC)c2c(N)n(Cc3ccccc3)c(=O)[nH]c2=O)nc2ccccc2c1=O (configuration not stated)	·	0%	-4	·	8%	-1%	·	·	-7%
42	Cc1ccccc1N(C(=O)c1snc(C(N)=O)c1N)C(C(=O)NCc1ccccc1)c1ccc(O)cc1 (configuration not stated)	0.6	-9%	1	0.2	45%[activator]	63%[activator]	-16	7	-5%
43	CCc1ccc(/C=C2\SC(N3CCOCC3)=NC2=O)cc1	-0.6	17%	8	0.2	-4%[57.1 µM]	-4%[57.1 µM]	-4	39*	-25%
44	CCCCN(C)CCCNC(=O)c1cn(C)c2ccc(S(=O)(=O)N(C)C3CCCCC3)cc2c1=O	0.5	4%	-2	0.1	16%	49%[activator]	34*	4	-21%
45	CCOC(=O)N1CCc2c(sc(NC(=O)CCS(=O)(=O)c3ccccc3)c2C(N)=O)C1	-1.1	-9%	0	0.2	15%	2%	7	2	-14%
46	CCOc1ccc(NC(=O)c2c(Nc3ccc(OC)cc3OC)sc(C(=O)c3ccc(Cl)cc3)c2N)cc1	2.3	-19%	0	1.8	9%[57.1 µM]	1%[57.1 µM]	·	5	2%
47	O=C(CCSc1ccccc1)NNC(=O)c1ccccc1F	-0.6	-4%	-1	-0.1	6%[57.1 µM]	1%[57.1 µM]	-13	-2	-18%
48	O=C(CCNC(=O)Cn1ccc2ccccc2c1=O)NCCC1=CCCCC1	-0.3	1%	-17	-0.5	17%	3%	21	-6	-10%
49	Cc1ccc(OCc2ccccc2Br)c([N+](=O)[O-])n1	0.0	-7%	8	-1.6	3%	-5%	19	-6	-6%
50	COc1ccc(CC(=O)N2CCN(S(=O)(=O)c3cccs3)CC2)cc1OC	0.8	-5%	0	0.3	16%	3%	-2	6	-18%

Whole records, looked up by structure. Screens in order: D2 ag	mIDH1 inhibitor	PI4K2A inh	TRHR agonist	rTrxR1 inhibitor	TrxR1 substrate	D2 antag	TRHR PAM	USP1-UAF1 inh
Results for COc1ccc(CC(=O)N2CCN(S(=O)(=O)c3cccs3)CC2)cc1OC = 0.8	-5%	0	0.3	16%	3%	-2	6	-18%
Results for Cc1ccccc1N(C(=O)c1snc(C(N)=O)c1N)C(C(=O)NCc1ccccc1)c1ccc(O)cc1 (configuration not stated) = 0.6	-9%	1	0.2	45%[activator]	63%[activator]	-16	7	-5%
